Compound activity from PubChem BioAssay.
HCMV inh = inhibitors of human cytomegalovirus; HFF cells, HCMV-luciferase reporter, 72 h; hits give low values; activity change, negative = inhibition, % at 57.5 µM; 410,000 tested, 4.5% active; AID 1259415; in the data active means activity change below about -60%; inconclusive means no clear call, values can overlap the other calls; inactive means above about -39%
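Screen run at 2 compound doses on HFFs infected with reporter HCMV, MOI 1 PFU/cell. Luciferase activity from cell lysates at 72 h post infection gave inhibition relative to buffer-only and Salinomycin wells.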
FBPA Giardia inh = Giardia lamblia aldolase inhibition; purified Giardia FBPA; AID 2451; Potency, µM (titrated, usually from 59.6 µM), for the others: at the top dose activity, negative = inhibition, usual class: inhibitors; 290,000 tested, 0.71% active; further: potency means the concentration at half of the fitted maximal effect; nearly all actives have a fitted effect of over 55% in size
Target sequence (A8B2U2 whole entry, looked up): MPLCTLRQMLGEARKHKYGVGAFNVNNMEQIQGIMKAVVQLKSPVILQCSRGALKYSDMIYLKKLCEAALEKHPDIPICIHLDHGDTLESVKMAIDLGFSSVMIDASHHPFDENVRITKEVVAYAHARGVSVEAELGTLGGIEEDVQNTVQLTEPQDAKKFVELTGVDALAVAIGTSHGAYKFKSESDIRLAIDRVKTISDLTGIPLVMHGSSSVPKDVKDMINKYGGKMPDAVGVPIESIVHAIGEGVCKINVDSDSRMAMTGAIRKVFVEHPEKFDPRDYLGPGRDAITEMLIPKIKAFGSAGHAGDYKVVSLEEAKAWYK
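40 nM FBPA preincubated 10 min at RT with compound (up to 57.5 uM final), then substrate plus GAPDH/TPI/NAD/arsenate coupling and diaphorase/resazurin added. Fluorescence read after 20 min at RT, 525/598 nm.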
HCV inh = blocks hepatitis C virus; Potency, µM (top dose mostly 41.8 µM), for inactives: top-dose activity change, negative = inhibition, usual class: inhibitors; Huh7.5.1 HCVcc-Cre infection, luciferase reporter, 44 h; 340,000 tested, 3.4% active; further: potency means the concentration at half of the fitted maximal effect
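Infectious HCVcc-Cre (~0.5 moi) was added to cells just after compound, with cells seeded 4 h earlier at 1,000 per well. Luciferase activity after 44 h culture reported infection; substrate was incubated 15 min at room temperature before reading.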
AmpC detergent = AmpC beta-lactamase inhibition with detergent present; AmpC hydrolysis of nitrocefin, absorbance 480 nm, 0.01% Triton; Potency, µM (series often up to 114 µM), without a hit: at the top dose activity change, negative = inhibition, most hits filed as inhibitors; 370,000 tested, 0.041% active; AID 485294;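 further: potency means the concentration at half of the fitted maximal effect; 0% = no-compound wells and -100% = no-enzyme wells; nearly all actives have a fitted effect of over 25% in size; some results filed as inactive show a strong effect at the top dose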
Target sequence (P00811 whole entry, looked up): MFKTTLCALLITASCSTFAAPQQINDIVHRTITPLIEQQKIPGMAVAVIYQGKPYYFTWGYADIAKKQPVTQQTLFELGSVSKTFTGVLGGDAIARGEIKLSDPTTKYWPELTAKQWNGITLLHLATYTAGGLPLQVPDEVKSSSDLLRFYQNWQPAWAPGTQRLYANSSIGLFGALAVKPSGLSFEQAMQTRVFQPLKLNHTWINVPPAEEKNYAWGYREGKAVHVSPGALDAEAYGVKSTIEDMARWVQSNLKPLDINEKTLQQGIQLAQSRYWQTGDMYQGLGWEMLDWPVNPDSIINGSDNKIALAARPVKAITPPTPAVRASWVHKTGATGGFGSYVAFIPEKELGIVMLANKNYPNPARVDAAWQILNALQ
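AmpC (5.3 nM in the dispensed reagent) in 20 mM phosphate pH 7.0 with 0.01% (detergent screen) or 0.0001% Triton X-100 was preincubated with compounds for 15 min at room temperature. Nitrocefin was then added from an 800 uM solution, and hydrolysis was followed at 480 nm.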
Sm TGR block = S. mansoni TGR enzyme inhibition; Potency, µM (titrated, usually from 114 µM), without a hit: top-dose activity change, negative = inhibition, usual class: inhibitors; purified TGR, DTNB reduction, TNB absorbance 405 nm; 360,000 tested, 3% active; further: potency means the concentration at half of the fitted maximal effect; nearly all actives have a fitted effect of over 60% in size
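Kinetic colorimetric format: TGR-catalysed, NADPH-driven DTNB reduction monitored via TNB absorbance. Enzyme dispensed at 20 nM; compound exposure 15 min at room temperature before reaction start.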
AMA1 RON2 block = AMA1-RON2 (P. falciparum) interaction inhibition; AlphaScreen AMA1-biotinylated RON2 peptide binding; Potency, µM (series often up to 58.2 µM), inactives show at the top dose activity change, negative = inhibition, most hits filed as inhibitors; 360,000 tested, 0.2% active;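 further: potency means the concentration at half of the fitted maximal effect; 0% = vehicle wells and -100% = peptide control; nearly all actives have a fitted effect of over 45% in size; some results filed as inactive show a strong effect at the top dose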
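AMA1 (3D7) with his tag at 25 nM final met compounds first, then biotinylated RON2 peptide at 25 nM; detection used donor plus acceptor beads, 10 µg/mL apiece, read by AlphaScreen after 30 min at room temperature.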
* marks the source's active call; other numbers are inactive results; ? = inconclusive; . = no result given; & = joins results of further samples; [ ] = another dose, or the depositor's remark. Unless noted, the call rests on the fitted dose curve; in most records, active means well fitted curve in the direction sought with a large enough effect; inconclusive means small, poorly fitted or top-dose-only effect, or another doubt; inactive means no such curve, though single readings can be large; an effect the other way counts as inactive or inconclusive. Unless noted, on the % scale 0 is the no-effect control and ±100 the full control effect.

| entry | structure | FBPA Giardia inh | AMA1 RON2 block | HCMV inh | HCV inh | Sm TGR block | AmpC detergent |
| --- | --- | --- | --- | --- | --- | --- | --- |
| 1 | Cc1cccc(Nc2sc(C(=O)c3cc4cc(Cl)ccc4o3)c(N)c2C#N)c1 | 3% | -7% | 41 | -20% | -8% | -5% |
| 2 | O=C(OCc1ccccc1)c1cn(-c2ccccc2)nc1-c1ccncc1 | 0% | -7% | 1 | 17% | 8% | 5% |
| 3 | O=C(CCNS(=O)(=O)c1cccs1)N1CCN(c2cccc(Cl)c2)CC1 | 8% | 1% | 0 | -24% | 5% | -14% |
| 4 | NS(=O)(=O)c1ccc(NC(=O)CN2CCCC2)cc1 | 8% | 3% | -6 | 12% | -4% | 2% |
| 5 | O=C(CSc1nc2ccccc2s1)Nc1ccc(Cl)c(C(=O)O)c1 | 0% | 24% | -26 | 10% | 6% | -6% |
| 6 | Cc1ccc(SC(C)C(=O)O/N=C(\N)c2ccncc2)cc1 (centres undefined) | . | 15% | -15 | ? | 40µM* | 3% |
| 7 | Cc1[nH]c(=O)[nH]c(=O)c1/C=N/NC(=O)[C@@H](N)CC(C)C | -7% | 50%[activator] | -37 | ? | ? | 5% |
| 8 | COc1ccc(N2CC(C(=O)Nc3ccc(F)cc3F)CC2=O)cc1 (centres undefined) | -1% | 1% | 6 | -14% | 3% | ? |
| 9 | COc1ccccc1NC1SC(=O)N(c2ccccc2)C1=O (centres undefined) | 1% | 6% | 32 | 1% | -1% | -16% |
| 10 | O=[N+]([O-])c1c(NCCO)cc(Sc2nc3ccccc3s2)c2nonc12 | ? | -1% | . | ? | 0.1µM* | -7% |
| 11 | COc1ccc(COn2c(=O)c(C)[n+]([O-])c3ccccc32)cc1OC | -9% | -11% | -27 | -3% | -18% | -6% |
| 12 | Cn1nc(C(=O)NNC(=O)CCOc2ccc(C(C)(C)C)cc2)c2ccccc2c1=O | . | 88%[activator] | 48 | -4% | -19% | -2% |
| 13 | COc1cccc(CN(C(=O)c2oc3cc(C)ccc3c2C)C2CCS(=O)(=O)C2)c1 (centres undefined) | . | . | 12 | . | 7% | 14% |
| 14 | O=C1c2cc(S(=O)(=O)N(CCO)CCO)ccc2-c2ccc(S(=O)(=O)N(CCO)CCO)cc21 | . | -3% | -5 | 14% | . | . |
| 15 | COc1cccc(NC(=O)C(=O)NCCc2ccc(F)cc2)c1 | 0% | -12% | 2 | 1% | 1% | 1% |
| 16 | Cc1ccc(-c2noc(-c3ccc(N4CCCCC4C)c([N+](=O)[O-])c3)n2)cc1 (centres undefined) | . | . | -21 | . | 2% | 17% |
| 17 | COC(=O)C1=C(N)Oc2c(oc(CO)cc2=O)C1c1ccc(F)cc1 (centres undefined) | -11% | 7% | -6 | -4% | 10% | 3% |
| 18 | O=C(N/N=C/C=C\c1ccccc1[N+](=O)[O-])c1cc(-c2ccc3ccccc3c2)n[nH]1 | -1% | 51%[activator] | ? | ? | -25% | -9% |
| 19 | CC12CN3CC(C)(CN(C1)C31CCSCC1)C2=O | 4% | 61%[activator] | 7 | 6% | -26% | -9% |
| 20 | O=[N+]([O-])c1ccc(SCc2ccco2)cc1N1CCOCC1 | -3% | ? | -25 | -24% | 4% | -8% |
| 21 | CC1=C(C(=O)OC2CCCC2)C(c2ccc(F)cc2F)CC(=O)N1 (centres undefined) | . | . | ? | . | 0% | 13% |
| 22 | Cc1cc(C(=O)Nc2ncn[nH]2)ccc1[N+](=O)[O-] | 13% | 88%[activator] | 17 | 18%&14% | -8% | -2% |
| 23 | Cc1cc2c3c(ccc(C)c3n1)N=CN2c1ccccc1 | 4% | 9% | -6 | ? | -3% | -13% |
| 24 | Oc1ccc(C[C@H]2CNCCN2CC2(c3ccccc3)CC2)cc1 | . | 25% | 14 | -25% | -18% | -6% |
| 25 | COc1ccc(C(=O)c2c[nH]c(C(=O)NCCCN3CCOCC3)c2)cc1 | 2% | -2% | -6 | 18% | . | -1% |
| 26 | COCCN(CCOC)S(=O)(=O)c1ccc(C(=O)Nc2nc3c(s2)CCc2ccccc2-3)cc1 | -3% | -12% | -64* | 19% | 6% | 1% |
| 27 | O=C(CN(Cc1ccccc1F)C(=O)Cn1nnc(-c2cccs2)n1)NC1CCCCC1 | -3% | 0% | -6 | -11% | -2% | 3% |
| 28 | CCC(C)Nc1nc(Cl)nc(N(C#N)CN2C(=O)c3ccccc3S2(=O)=O)n1 (centres undefined) | -3% | -17% | -15 | -20% | -34% | 5% |
| 29 | Cc1nc(CSc2ccc(Cl)cc2)cc(N2CCOCC2)n1 | 4% | -2% | 6 | 2% | -23% | -11% |
| 30 | O=C(Nc1cccc2c1CCCC2)C1CCN(C(=O)NC2CCCCC2)CC1 | 5% | 0% | 11 | -2% | -4% | -21% |
| 31 | Cc1cccc(NC(=O)c2cc3c(s2)-c2c(C)cccc2OC3)n1 | 3% | 9% | ? | ? | 1% | -1% |
| 32 | CC(C)c1ccc(OCC(=O)NC(=S)Nc2ccc3c4c(cccc24)CC3)cc1 | 0% | 39%[activator] | -24 | ? | 13% | ? |
| 33 | CCn1c(SCc2ccccc2)nc2c1c(=O)[nH]c(=O)n2C | 3% | -6% | 44 | 1% | 11% | -11% |
| 34 | Cc1cc(N(CCCl)CCCl)ccc1/C=N/N=C(\N)c1cnccn1 | . | -1% | -16 | ? | . | . |
| 35 | NS(=O)(=O)c1ccc(CCNC(=O)c2ccc(Cl)c(S(=O)(=O)NCc3ccco3)c2)cc1 | . | -13% | -21 | -2% | . | . |
| 36 | Cn1c(=O)c2cc(NC(=O)c3ccccc3Cl)c(=O)oc2n(C)c1=O | -4% | 7% | -21 | 14% | -18% | ? |
| 37 | CCc1ccccc1NS(=O)(=O)c1cc2c3c(c1)CCN3C(=O)CC2 | . | 6% | -20 | ? | 1% | 0% |
| 38 | O=C(Cn1c(=O)n2nc(-c3cccc(F)c3)nc2c2ccccc21)NCc1ccc(Cl)cc1 | . | . | -1 | . | 4% | 1% |
| 39 | Oc1c(Br)cc(Br)cc1Br | . | -4% | -3 | 3% | -23% | 4% |

Some entries already given with just AmpC detergent, AMA1 RON2 block and HCV inh:
No.	molecule	AmpC detergent	AMA1 RON2 block	HCV inh
34	Cc1cc(N(CCCl)CCCl)ccc1/C=N/N=C(\N)c1cnccn1	.	-1%	?
37	CCc1ccccc1NS(=O)(=O)c1cc2c3c(c1)CCN3C(=O)CC2	0%	6%	?

Some of these compounds in order of molecular weight, highest first.
| entry | structure | FBPA Giardia inh | AMA1 RON2 block | HCMV inh | HCV inh | Sm TGR block | AmpC detergent |
| --- | --- | --- | --- | --- | --- | --- | --- |
| 35 | NS(=O)(=O)c1ccc(CCNC(=O)c2ccc(Cl)c(S(=O)(=O)NCc3ccco3)c2)cc1 | . | -13% | -21 | -2% | . | . |
| 32 | CC(C)c1ccc(OCC(=O)NC(=S)Nc2ccc3c4c(cccc24)CC3)cc1 | 0% | 39%[activator] | -24 | ? | 13% | ? |
| 34 | Cc1cc(N(CCCl)CCCl)ccc1/C=N/N=C(\N)c1cnccn1 | . | -1% | -16 | ? | . | . |
| 36 | Cn1c(=O)c2cc(NC(=O)c3ccccc3Cl)c(=O)oc2n(C)c1=O | -4% | 7% | -21 | 14% | -18% | ? |
| 37 | CCc1ccccc1NS(=O)(=O)c1cc2c3c(c1)CCN3C(=O)CC2 | . | 6% | -20 | ? | 1% | 0% |
| 33 | CCn1c(SCc2ccccc2)nc2c1c(=O)[nH]c(=O)n2C | 3% | -6% | 44 | 1% | 11% | -11% |
